CaV13 FRET inh – Primary screen for inhibitors of IQ motif and Ca2+-dependent inactivation inhibitor domain binding in CACNA1D, Förster resonance energy transfer in living cells, …; HEK cells, CFP/YFP FRET ICDI-IQ, plate reader, 10 min; percent FRET-ratio fall versus neutral wells; inhibition, % at 12.3 µM; 0.098% of 340,000 active;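 active = mean replicate inhibition of at least 30% and at least 1% of replicates passing that level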;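 note: 0% = median of the neutral control wells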
PDI turbidity – PDI (human) enzyme inhibition; P07237; PDI insulin aggregation turbidity, A650, 90 min; inhibition, % at 10 µM; 0.052% of 350,000 active; AID 588391;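 active = mean inhibition across replicates of 30% or more, whatever share of single replicates reach that level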;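 note: absorbance from insulin aggregation driven by PDI reduction with DTT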
Target sequence (P07237 whole entry, looked up): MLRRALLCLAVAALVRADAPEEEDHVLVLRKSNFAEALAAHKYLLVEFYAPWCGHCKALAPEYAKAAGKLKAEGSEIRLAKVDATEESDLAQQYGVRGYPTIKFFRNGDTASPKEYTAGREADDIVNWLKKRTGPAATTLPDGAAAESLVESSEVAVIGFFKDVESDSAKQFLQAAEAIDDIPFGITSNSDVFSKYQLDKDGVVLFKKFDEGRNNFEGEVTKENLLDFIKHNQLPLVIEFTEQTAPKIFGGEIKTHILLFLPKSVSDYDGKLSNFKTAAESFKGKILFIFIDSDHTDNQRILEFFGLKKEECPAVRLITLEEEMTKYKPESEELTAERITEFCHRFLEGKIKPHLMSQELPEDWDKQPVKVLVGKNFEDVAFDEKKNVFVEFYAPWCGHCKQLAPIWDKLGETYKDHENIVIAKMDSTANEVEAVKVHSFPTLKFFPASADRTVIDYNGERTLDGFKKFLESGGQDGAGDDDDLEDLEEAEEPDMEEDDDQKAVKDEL
MC4R antagonist – blocks human MC4R cAMP signaling | 0.48% of 360,000 active | AID 540295 | inhibition, % at 6.5 µM | MC4R-expressing cells, MTII-stimulated cAMP, LANCE TR-FRET;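 active = inhibition above its plate's cutoff, the mean of tested wells on that plate plus 3 SD, cut at about 29% in these data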;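 note: 0% = Melanotan II alone and 100% = Melanotan II plus saturating MCL0020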
Target sequence (P32245 whole entry, looked up): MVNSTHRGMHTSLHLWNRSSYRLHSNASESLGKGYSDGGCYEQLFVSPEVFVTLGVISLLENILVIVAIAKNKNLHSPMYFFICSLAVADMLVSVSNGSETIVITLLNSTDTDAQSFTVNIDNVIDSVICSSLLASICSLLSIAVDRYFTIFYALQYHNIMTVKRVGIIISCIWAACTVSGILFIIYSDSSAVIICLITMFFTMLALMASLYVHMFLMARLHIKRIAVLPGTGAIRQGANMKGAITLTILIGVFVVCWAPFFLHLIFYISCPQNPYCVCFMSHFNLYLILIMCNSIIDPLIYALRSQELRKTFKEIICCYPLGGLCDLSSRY
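Assay system: human MC4R-expressing U2OS cells; reagent: Melanotan II stimulation of cells; dosing: 6.5 µM single dose; timing: compound 30 min, challenge 1 h, detection 1 h; signal: TR-FRET cAMP assay; replicates: one well per compound, no replicates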
N-glyco inh – blocks N-linked glycosylation in D54 reporter cells; D54 ERlucT glycosylation luciferase reporter, 24 h; percent of 100 nM tunicamycin response; reporter increase, % at 12.5 µM; 0.23% of 360,000 active; AID 588692;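 active = mean luciferase reporter signal, scaled so untreated is 0 and the glycosylation-blocking control 100, at or above a set limit in every replicate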;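 note: luciferase carries N-glycosylation sites so blocking glycosylation raises the light; 0% = median of neutral control wells and 100% = median of 100 nM tunicamycin wells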
Vif imaging – blocks HIV Vif function; HEK293T cells, Vif self-association by quenched fluorescence, imaging, 24 h; inhibition, % at 7.49 µM; 0.35% of 340,000 active; in the data active = inhibition above about 50%, passing the limit was not always enough; note: some results filed as inactive read as strong as hits
Cardio protect – protects H9c2 cardiomyocytes from peroxide injury; H2O2 injury protection, ATPLite, 2 h; protection from H2O2 cell death, % at 20 µM; 0.63% of 360,000 active; AID 588492;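 active = compounds giving at least 50% protection of heart cells from peroxide-induced death in the single-dose screen, raw or plate-pattern-corrected value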;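 note: 0% = DMSO wells with peroxide and 100% = DMSO wells without peroxide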
ABCB6 inh MLPCN – human ABCB6 transporter inhibition; Q9NP58; K562-ABCB6 porphyrin accumulation, flow cytometry, 1 h; active compounds read low; fluorescence ratio to DMSO, % at 10 µM; 0.19% of 360,000 active; AID 602162;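 active = fluorescence ratio to DMSO below 75%, the collection mean minus 3 SD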;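 note: signal is porphyrin accumulated inside mitochondria; 100% equals median channel fluorescence of DMSO control wells; lower ratio means ABCB6 inhibition with less porphyrin fluorescence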
m5-HT2A agonist – activates the mouse 5-HT2A serotonin receptor; CHO-K1 mHTR2A beta-arrestin complementation, luminescence; percent of 30 µM serotonin response; activation, % at 7.6 µM; 0.66% of 360,000 active; AID 624169;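 active = activation above a run cutoff, the mean activation of all tested compounds plus 3 SD, cut at about 14% in these data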;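 note: 0% = plate median of compound wells and 100% = 30 µM serotonin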
aDG glyco up – increases alpha dystroglycan glycosylation; AID 624168; Pro5-aDG cells, alpha-DG glycosylation AlphaScreen (IIH6); 0% Pro5, 100% B10-LARGE cell signal; 0.22% of 360,000 active; activation, % at 10 µM;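 active = activation of at least 8% versus controls, or a plate z-score of at least 8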;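 note: Pro5 are CHO cells carrying HIG-tagged alpha-DG that lacks glycosylation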
MC4R ag barr – activates human MC4R beta-arrestin recruitment; P32245; U2OS MC4R beta-arrestin complementation, luminescence; percent of melanotan II response, DMSO zero; activation, % at 8.9 µM; 0.98% of 360,000 active;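 active = activation above a per-plate cutoff, the mean activation of sample wells on that plate plus 3 SD, cut at about 8% in these data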
* = called active by the depositor; nt = not tested or not shown. Rows were taken by chance; any-hit rate near 3.6%.

SMILES	CaV13 FRET inh	PDI turbidity	MC4R antagonist	N-glyco inh	Vif imaging	Cardio protect	ABCB6 inh MLPCN	m5-HT2A agonist	aDG glyco up	MC4R ag barr
Cc1ccccc1CNC(=O)C(=O)NCC1CCCN1S(=O)(=O)c1cccs1 (stereo not drawn)	-2	-8	0	-2	-1	-4	96	2	-0.3	-1.4
Cc1cc(C)c2c(CN3CCN(Cc4ccccc4)CC3)cc(=O)oc2c1	-6	11	8	2	104*	-5	100	-7	0.1	-0.5
COc1ccc(CN2CCN(CC(=O)Nc3ccccc3C(=O)NC3CC3)CC2)cc1F	-5	4	-2	0	0	-2	99	-5	-0.2	-1.6
Cc1ccc(/C=C/C(=O)Nc2ccc(Oc3ccccc3)cc2)o1	-20	10	22	5	-9	-11	100	-2	0.2	0.4
COc1cccc(-c2nnc(NC(=O)c3ccco3)s2)c1	-3	-10	2	-3	0	-8	95	-2	0.0	-0.3
NC(=O)COC(=O)c1cccc(S(=O)(=O)N2CCN(c3ccc(F)cc3)CC2)c1	-5	3	8	0	1	-7	94	-4	-0.1	-2.0
CC1(c2ccccc2)NC(=O)N(CC(=O)Nc2ccccc2C(=O)NC2CC2)C1=O (stereo not drawn)	-3	-4	3	0	-5	5	101	-1	-0.1	-0.9
CCCN(CCC)C1=N/C(=C\c2ccco2)C(=O)N1c1ccccc1	-5	9	4	-3	4	5	96	-1	0.1	1.4
Cc1cc(NC(=O)C(C)SCC(=O)N(C)CC(=O)Nc2ccc(Br)cc2C)no1 (stereo not drawn)	-3	-12	-1	2	-12	-2	98	2	0.5	-2.7
CC(C)NC(=O)c1ccccc1NC(=O)Cc1ccc(Br)cc1	-3	-2	-6	-1	-1	2	91	-1	0.5	-4.9
CC(NS(=O)(=O)c1ccccc1)C(c1cccs1)N1CCN(c2ccccc2)CC1 (stereo not drawn)	-8	-1	2	-3	-7	-12	94	-4	-0.2	4.1
CCc1cc2c(=O)c(-c3nc4ccccc4n3C)coc2c(CN2CCCCC2)c1O	-18	-12	6	-1	-2	-3	95	-1	-0.1	-2.1
CCCCSc1nnc(-c2cc3c(C(F)(F)F)nn(C)c3s2)n1C	-5	1	17	1	-10	4	99	-4	0.5	-1.2
Cc1cccc(OC(C)C(=O)Nc2cc(S(=O)(=O)N3CCCCC3)ccc2C)c1 (stereo not drawn)	-5	-1	7	-4	2	0	90	8	0.2	-0.2
CCc1cc(C(=O)N2CCCC(C(=O)c3cccc4ccccc34)C2)n(C)n1 (stereo not drawn)	-5	2	14	0	-3	-9	97	-2	1.4	-2.3
O=C(COc1ccccc1)N1CCN(C(=O)c2cccs2)CC1	-6	11	-3	1	-4	0	89	7	0.0	-1.0
Cc1cc(OCC(=O)N2CCc3ccccc3C2)c(C)cc1Br	-3	5	15	-3	5	-11	199	-7	0.0	3.2
CCN(C[C@H]1N[C@@](Cc2ccccc2)(C(=O)OC)[C@H]2C(=O)N(C)C(=O)[C@@H]12)C(=O)c1ccccc1	-3	9	2	10	nt	7	96	5	0.1	-0.1
COc1ccc(C(=O)On2c(-c3ccc(Br)cc3)nc3ccccc3c2=O)cc1	-19	-12	-2	9	6	-4	98	4	-0.2	4.2
O=c1c2c([N+](=O)[O-])cc([N+](=O)[O-])cc2sn1Cc1ccccc1	-4	10	10	-2	-2	-19	122	6	-0.2	-1.7
CCN(CC)S(=O)(=O)c1cccc(NC(=O)CSc2nc3ccccc3[nH]2)c1	-17	-3	-5	-3	-4	-9	98	-2	1.1	-1.0
CSc1ncccc1C(=O)Nc1cccc(S(=O)(=O)N(C)c2ccccc2)c1	-3	-7	15	-2	-20	-3	98	-7	-0.2	-2.5
O=C(OCc1nnc(-c2ccccc2)o1)c1ccc2ccccc2n1	nt	2	5	0	9	2	98	9	-0.1	0.8
COc1ccc(OC)c(-c2cc(C(F)(F)F)c3c(n2)sc2c(O)cc(=O)[nH]c23)c1	nt	6	-5	-2	0	5	104	1	0.1	-2.0
O=C1COc2ccc(C(=O)CSc3ccccc3C(=O)O)cc2N1	-7	-1	10	-2	2	-8	99	5	0.0	-2.4

Later entries
SMILES	CaV13 FRET inh	PDI turbidity	MC4R antagonist	N-glyco inh	Vif imaging	Cardio protect	ABCB6 inh MLPCN	m5-HT2A agonist	aDG glyco up	MC4R ag barr
NC(=O)c1ccc(Cn2c(C(=O)c3cc(Cl)c(N)c(Cl)c3)c3ccccc3[n+]2[O-])cc1	-6	-7	3	14	9	4	98	-8	1.3	-0.3
CC1=CCC2C(=O)N(c3ccc(C(=O)Nc4ccccc4Cl)cc3)C(=O)C2C1 (stereo not drawn)	-19	-3	0	-4	nt	3	90	-7	0.1	-1.1
N#Cc1ccc(CSc2nnc(NC(=O)CCc3nc4ccccc4c(=O)[nH]3)s2)cc1	-13	-6	-5	2	3	2	95	5	-0.1	-0.5
CC(C)Oc1ccc(Cn2c(=O)oc3ccccc32)cc1	-14	7	2	-2	-7	-3	98	-5	0.1	-2.3
C=CCNCCOCCOc1ccc(C)cc1[N+](=O)[O-]	-6	-2	11	-2	1	8	103	-1	0.3	-0.9
Cc1cccc(Nc2sc(C(=O)c3cc4cc(Cl)ccc4o3)c(N)c2C#N)c1	-17	-4	3	2	3	-8	102	-1	0.0	-0.7
O=C(C=Cc1ccc2c(c1)OCO2)OCC=Cc1ccc2c(c1)OCO2	-2	-12	0	-1	7	-5	98	7	0.5	0.2
CCOc1ccccc1CNC(=O)Cn1c(=O)oc2ccccc21	-5	3	-5	-1	-4	-19	94	-4	-0.1	0.0
O=C(COc1ccc(Cl)cc1Cl)Nc1ccc(Cl)cn1	-7	8	4	-19	7	-20	98	4	0.0	8.1
CC(=O)Nc1ccc(NC(=O)CN(c2cccc(C)c2)S(C)(=O)=O)cc1	-10	10	24	1	-2	8	104	0	0.1	-0.2
O=C(C[C@@H]1C/C=C\CCCC(=O)OC[C@@H]2CCCN2C1=O)N[C@@H](CO)Cc1ccccc1	-11	-3	3	2	18	2	96	-3	-0.1	-2.4
C=CCN(CC=C)Cc1cc(=O)oc2cc(C)c(C)cc12	-4	nt	nt	-3	nt	-2	100	0	0.3	nt
O=C(NCCc1ccccc1)C1CCN(S(=O)(=O)N2CCOCC2)CC1	-3	-4	1	1	0	0	103	0	-0.1	1.0
COc1ccc(CC(=O)Nc2oc(-c3ccccc3)c(-c3ccccc3)c2C#N)cc1OC	nt	-6	13	0	40	-5	103	3	0.0	4.3
Nn1c(Cc2ccccc2)n[nH]c1=S	-19	-13	2	1	-3	-3	98	3	0.1	-2.5
CC(Oc1ccccc1)C(=O)N=C1SC2CS(=O)(=O)CC2N1c1cccc(F)c1 (stereo not drawn)	-16	-8	5	-2	6	2	99	8	0.1	-3.2
COc1cc(Cl)c(C)cc1NC(=O)CCN1C(=O)NC(C)(C)C1=O	-6	-1	0	1	-10	8	95	0	0.1	-1.4
Cc1cccc(C)c1NC(=O)COC(=O)c1ccccc1Nc1ccccc1	-5	12	10	-4	12	-12	108	-2	1.3	0.1
CC(=O)C(N=Nc1ccccc1)(Sc1nnc(-c2ccccc2)n1-c1ccccc1)C(=O)Nc1ccccc1 (stereo not drawn)	-7	-11	11	-8	-12	-5	99	8	-0.6	-1.0
COCc1cc(C2C(C(=O)c3ccco3)=C(O)C(=O)N2CCOCCO)ccc1O (stereo not drawn)	-6	4	0	0	17	-3	102	5	-0.1	0.2
O=S(=O)(c1ccc(SCCO)nc1)N1CCOCC1	-3	2	-3	1	-3	4	95	3	0.0	-2.6
CSc1ccc(/C=N/NC(=O)c2cccc(O)c2)cc1	nt	-5	-9	-6	18	-36	87	-3	0.2	-2.5
COc1ccc(OC)c(N(CC(=O)N2CCC(C)CC2)S(=O)(=O)c2ccc(OC)c(OC)c2)c1	-5	2	11	2	1	6	101	-3	-0.2	-0.6
COc1ccc2[nH]c3c(c2c1)CCN1C(=O)C(CC(=O)NCc2ccco2)C[C@H](C(=O)N2CCCCC2)[C@@]31CCc1ccccc1 (stereo partly drawn)	-6	9	2	-4	-24	-4	96	5	-0.2	1.4
CCOC(=O)C1CCCN(Cc2c(C(=O)N3CCOCC3)nc3ccccn23)C1 (stereo not drawn)	3	-4	2	1	-1	6	85	6	0.9	0.5

(listing goes on)
SMILES	CaV13 FRET inh	PDI turbidity	MC4R antagonist	N-glyco inh	Vif imaging	Cardio protect	ABCB6 inh MLPCN	m5-HT2A agonist	aDG glyco up	MC4R ag barr
COc1cc2c(cc1OC)-c1nnc(-c3ccco3)n1C1(CCCC1)C2	nt	-1	8	0	-1	7	108	2	-0.1	-1.1
O=C(CCc1nnc(C2CCCCC2)o1)N1CCC(Oc2cccnc2)CC1	2	8	8	-3	-1	0	101	12	0.4	-2.0
Cc1occc1-c1nnc(SCC(=O)c2ccc(F)cc2)n1Cc1ccco1	nt	3	0	-1	nt	-2	107	-2	0.6	-2.1
CCOc1ccc(CCNC(=O)CCC(=O)c2cccs2)cc1OCC	-5	-2	11	1	24	-13	97	-1	0.1	1.6
COc1ccc(NC(=O)CC2C(=O)N(c3cccc(OC)c3)C(=O)N2C2CCCCC2)cc1 (stereo not drawn)	-7	-2	7	-1	10	2	98	-1	-0.2	-1.7
CCCOc1ccc(NC(=O)CC2C(=O)N(CC)C(=S)N2CCCN2CCN(Cc3ccccc3)CC2)cc1 (stereo not drawn)	-2	10	3	-6	-1	-17	97	-9	1.0	7.2
CN(C)c1ccc(N2C(=O)CSC2=S)cc1	-19	5	-2	2	-6	-1	89	0	-0.1	-1.1
Cc1cccc2cc(C#N)c(SCC(=O)NCC3CCCO3)nc12 (stereo not drawn)	0	7	-3	1	23	-1	100	1	0.0	1.5
O=C(COC(=O)c1ccc(Oc2ccccc2)cc1)Nc1nnc(-c2ccccc2)o1	-5	-4	-4	0	0	34	98	-2	-0.1	-4.2
Cc1cc(NC(=O)OC2CCCCC2)ccc1[N+](=O)[O-]	-7	-2	15	-11	-10	-4	105	-11	0.1	2.0
COC(=O)C(CCSC)NC(=O)c1cccc([N+](=O)[O-])c1 (stereo not drawn)	-8	-2	14	0	21	0	104	6	-0.4	-1.4
O=C(O)CSCCOc1ccc(OCCSCC(=O)O)cc1	-3	11	-2	1	-2	7	97	0	-0.1	-1.6
COc1cc(/C=N/NC(=O)Cn2nc([N+](=O)[O-])cc2C)cc(Br)c1OCc1ccccc1	-1	-9	9	2	16	-21	97	-1	2.0	2.7
O=C(CN1CCN(c2ccc(O)cc2)CC1)NCC(=O)Nc1ccc(F)c(F)c1F	-3	30	-2	0	3	-6	104	-4	1.0	0.3
CCCCn1c(SCC(=O)N2CCCc3ccccc32)nc2c1c(=O)n(C)c(=O)n2C	-6	-4	2	0	11	41	100	1	0.0	0.4

Look-ups from above:
`O=S(=O)(c1ccc(SCCO)nc1)N1CCOCC1` in Cardio protect is entered as 4
`O=C(COc1ccc(Cl)cc1Cl)Nc1ccc(Cl)cn1` in m5-HT2A agonist is entered as 4
`O=C(C=Cc1ccc2c(c1)OCO2)OCC=Cc1ccc2c(c1)OCO2` in ABCB6 inh MLPCN is entered as 98
